HDAC3 inhib: human HDAC3 inhibition. O15379. AID 2718. recombinant HDAC3, fluorogenic peptide/trypsin coupled, fluorescence. inhibition, % at 8.3 µM. hit rate 0.15% among 320,000; in the data active = inhibition above about 26%, passing the limit was not always enough
ANO1 activ: mouse TMEM16A channel activation, primary screen; HEK293 TMEM16A/YFP-H148Q/I152L, iodide quench fluorescence; active compounds read low; B-score at 10 µM; hit rate 0.3% among 340,000;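 active = fluorescence-ratio B-score plate-corrected deviation score at least 3 library SD below zero, with starting fluorescence score within 5 deviations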;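 also: channel opened by trigger with iodide after compound preincubation; score built on the fluorescence ratio of max minus min over baseline; more negative score means more quench and so TMEM16A activation or potentiation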
RGS4 block: inhibitors of human RGS4; hit rate 0.45% among 310,000; AID 463165; B-score at 10 µM; P49798; HEK293 M3R/RGS4 inducible, Fluo-4 calcium flux; active compounds read high; triggered by carbachol at its EC20;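 active = B-score, a plate-corrected calcium signal, over three deviations above library mean, with baseline fluorescence within five deviations of library mean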;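 also: RGS4 expression induced by doxycycline in cells with stable M3 receptor; B-score is computed from the integrated fluorescence ratio over baseline after carbachol; higher B-score means a larger calcium signal and so more RGS4 inhibition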
Target sequence (P49798 whole entry, looked up): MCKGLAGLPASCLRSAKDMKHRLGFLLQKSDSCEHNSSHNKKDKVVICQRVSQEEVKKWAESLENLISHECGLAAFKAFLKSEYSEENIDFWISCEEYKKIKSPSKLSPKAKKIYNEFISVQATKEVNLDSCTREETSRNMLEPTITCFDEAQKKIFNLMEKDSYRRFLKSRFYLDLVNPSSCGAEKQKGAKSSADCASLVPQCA
TRPC6 activator: mouse TRPC6 channel activation; Q61143; HEK293-TRPC6 membrane potential dye fluorescence; active compounds read high; B-score at 10 µM; hit rate 0.13% among 310,000;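 active = B-score of the integrated fluorescence ratio above library mean plus 3 SD, and starting fluorescence ratio within library mean plus 5 SD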;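 also: higher score means more depolarization so channel activation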
Target sequence (Q61143 whole entry, looked up): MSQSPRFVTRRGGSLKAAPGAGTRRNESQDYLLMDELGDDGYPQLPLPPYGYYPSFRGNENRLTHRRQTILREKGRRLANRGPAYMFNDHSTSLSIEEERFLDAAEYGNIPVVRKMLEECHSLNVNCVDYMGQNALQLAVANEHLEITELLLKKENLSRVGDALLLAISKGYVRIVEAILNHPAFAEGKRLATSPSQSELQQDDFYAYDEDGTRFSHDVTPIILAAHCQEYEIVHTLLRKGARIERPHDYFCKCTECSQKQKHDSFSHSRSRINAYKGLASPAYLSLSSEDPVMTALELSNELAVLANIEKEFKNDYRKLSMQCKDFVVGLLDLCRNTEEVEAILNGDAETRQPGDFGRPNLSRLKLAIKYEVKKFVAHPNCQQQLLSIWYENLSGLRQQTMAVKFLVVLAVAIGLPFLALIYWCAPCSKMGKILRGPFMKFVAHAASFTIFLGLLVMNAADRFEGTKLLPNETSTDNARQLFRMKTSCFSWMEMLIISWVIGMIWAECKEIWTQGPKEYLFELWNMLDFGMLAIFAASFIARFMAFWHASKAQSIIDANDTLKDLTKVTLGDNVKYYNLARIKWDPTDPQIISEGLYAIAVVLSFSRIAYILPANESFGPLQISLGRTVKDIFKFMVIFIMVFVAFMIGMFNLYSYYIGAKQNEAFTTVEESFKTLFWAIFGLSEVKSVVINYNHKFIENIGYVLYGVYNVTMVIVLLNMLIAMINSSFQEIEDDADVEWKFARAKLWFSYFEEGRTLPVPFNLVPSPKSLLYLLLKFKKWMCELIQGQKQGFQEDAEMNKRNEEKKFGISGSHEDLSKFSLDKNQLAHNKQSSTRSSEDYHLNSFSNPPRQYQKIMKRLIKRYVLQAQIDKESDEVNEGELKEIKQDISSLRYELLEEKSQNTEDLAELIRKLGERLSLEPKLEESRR
MrgX1 allo act: allosterically activates human MrgX1 receptor signaling; MrgX1-HEK293, Fluo-4 calcium flux, FDSS; active compounds read high; B-score at 10 µM; AID 588675; hit rate 0.63% among 310,000; Q96LB2;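 active = plate-corrected calcium response at least 3 library SD above typical, normal starting fluorescence, not activating the receptor alone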;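 also: compound read alongside a low EC10 to EC30 dose of BAM8-22 agonist; peak minus trough fluorescence over baseline measured at the second addition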
MrgX1 ag: agonists of human MrgX1 receptor. MrgX1-HEK293 cells, Fluo-4 calcium fluorescence, agonist mode; active compounds read high. B-score at 10 µM. hit rate 0.44% among 310,000;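 active = calcium response B-score plate-corrected fluorescence ratio at least 3 library SD, with starting fluorescence B-score inside 5 SD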
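System: HEK293 cells stably expressing human MrgX1 receptor; Dosing: test compound in the initial addition of three; Schedule: overnight plating, then 30 min 37 °C plus 30 min room-temperature dye loading; Detection: kinetic calcium dye fluorescence, Fluo-4 NW; Controls: per-plate positive and negative controls for Z′ factor.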
TMEM16A inh: mouse TMEM16A channel inhibition, primary screen; Q8BHY3; HEK293 TMEM16A/YFP iodide influx fluorescence, ionomycin; normalized B-score (activity score, 25-100; higher = stronger inhibition) at 10 µM; hit rate 1.2% among 310,000; AID 588511;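 active = ratio plate-corrected score three or more library SD toward inhibition, starting fluorescence score within five deviations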;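 also: score derived from kinetic fluorescence span divided by baseline fluorescence per well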
SKKanGAS inh: blocks kanamycin growth of S. pyogenes SKKanGAS strain; BacTiter-Glo, 6 h; AID 1662; inhibition, % at 7.5 µM; hit rate 1.3% among 300,000;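 active = mean replicate score, as percent of positive control median, at least 50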;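 also: strain carries kanamycin resistance gene driven by streptokinase promoter and grows in 40 µg/ml kanamycin; loss of luminescence reflects streptokinase promoter inhibition or plain growth inhibition; 0% = median of DMSO wells and 100% = positive control at its reference dose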
RGS4 pot: RGS4 potentiation or activation; hit rate 0.92% among 310,000; HEK293 M3R/inducible RGS4, carbachol calcium flux Fluo4; active compounds read low; B-score at 10 µM; AID 463111;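 active = B-score of the integrated calcium signal more than 4 SD below the library mean, with starting fluorescence not abnormally high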;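 also: negative B-score means reduced calcium response which marks RGS4 activation or potentiation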
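Reagent: ECmax carbachol challenge; Test system: M3R-expressing HEK293 line, RGS4 induced by doxycycline; Schedule: overnight RGS4 induction, 30 min dye load 37 °C, 20 min compound RT; Detection: calcium dye Fluo4 fluorescence; Read-out: Agonist-evoked peak-minus-minimum fluorescence over baseline, integrated ratio, B score.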
TRPC6 inhibitor: mouse TRPC6 channel inhibition. AID 2553. HEK293-TRPC6, membrane potential dye, ACh-evoked depolarization; active compounds read low. B-score at 10 µM. hit rate 1.1% among 310,000. Q61143;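 active = B-score under library mean minus 3 SD, initial fluorescence not abnormally high, positive integrated signal ratio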;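 also: B-score derived from integrated fluorescence ratio over the kinetic read; more negative B-score means stronger inhibition of depolarization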
MrgX1 antag: human MrgX1 receptor antagonism, primary screen; MRGX1-HEK293 calcium flux, Fluo-4, BAM8-22 antagonism; active compounds read low; B-score at 10 µM; hit rate 1.3% among 310,000; AID 588676; Q96LB2;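 active = calcium-response B-score plate-corrected more than 3 library SD below zero, starting fluorescence within 5 deviations, no agonist response on first addition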;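 also: peak minus trough fluorescence over baseline after final BAM8-22 challenge near maximal dose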
* hit, by the source's call. No enrichment for hits (roughly 6.7% active in at least one column).

How did CCc1nnc(NC(=O)CSc2nc3c(C)cccc3[nH]2)s1 do in these assays?
HDAC3 inhib: 0.9; ANO1 activ: inactive; RGS4 block: inactive; TRPC6 activator: inactive; MrgX1 allo act: inactive; MrgX1 ag: inactive; TMEM16A inh: inactive; SKKanGAS inh: -5.4; RGS4 pot: inactive; TRPC6 inhibitor: inactive; MrgX1 antag: inactive

What do the screens show for `C/C(=N\NC(=S)NC(C)C)c1ccco1`?
HDAC3 inhib: 6.3; ANO1 activ: inactive; RGS4 block: inactive; TRPC6 activator: inactive; MrgX1 allo act: inactive; MrgX1 ag: inactive; TMEM16A inh: inactive; SKKanGAS inh: 0.7; RGS4 pot: inactive; TRPC6 inhibitor: inactive; MrgX1 antag: inactive

Results for NC(=O)c1ccc(-n2nnnc2SCC(=O)NC2CCCCC2)cc1 ?
HDAC3 inhib: 4.8; ANO1 activ: inactive; RGS4 block: inactive; TRPC6 activator: inactive; MrgX1 allo act: inactive; MrgX1 ag: inactive; TMEM16A inh: inactive; SKKanGAS inh: 2.2; RGS4 pot: inactive; TRPC6 inhibitor: inactive; MrgX1 antag: inactive

What do the screens show for `COc1ccc(C2=NS(=O)(=O)N(C)C(C(=O)Nc3cc(OC)c(OC)c(OC)c3)=C2)cc1`?
HDAC3 inhib: -17.1; ANO1 activ: inactive; RGS4 block: inactive; TRPC6 activator: inactive; MrgX1 allo act: inactive; MrgX1 ag: inactive; TMEM16A inh: inactive; SKKanGAS inh: 9.5; RGS4 pot: inactive; TRPC6 inhibitor: inactive; MrgX1 antag: inactive

Results for CNC(=O)C1CC(=O)N(Cc2ccc3c(c2)OCO3)C(=Nc2ccc(F)cc2)S1 (stereo unspecified) ?
HDAC3 inhib: -0.5; ANO1 activ: inactive; RGS4 block: inactive; TRPC6 activator: inactive; MrgX1 allo act: inactive; MrgX1 ag: inactive; TMEM16A inh: inactive; SKKanGAS inh: -11.9; RGS4 pot: inactive; TRPC6 inhibitor: inactive; MrgX1 antag: inactive

How did CS(=O)(=O)N(CC(=O)Nc1ccc(C(N)=O)cc1)C1CCCCC1 do in these assays?
HDAC3 inhib: 1.2; ANO1 activ: inactive; RGS4 block: inactive; TRPC6 activator: inactive; MrgX1 allo act: inactive; MrgX1 ag: inactive; TMEM16A inh: inactive; SKKanGAS inh: 4.6; RGS4 pot: inactive; TRPC6 inhibitor: inactive; MrgX1 antag: inactive

How did CCNc1nc(OC)nc(Oc2ccc(=O)n(-c3ccccc3)n2)n1 do in these assays?
HDAC3 inhib: 0.5; ANO1 activ: inactive; RGS4 block: inactive; TRPC6 activator: inactive; MrgX1 allo act: inactive; MrgX1 ag: inactive; TMEM16A inh: inactive; SKKanGAS inh: 4.4; RGS4 pot: inactive; TRPC6 inhibitor: inactive; MrgX1 antag: inactive

How did COc1ccc(/C=N/NC(=O)c2ccn[nH]2)cc1COc1ccc([N+](=O)[O-])c(C)c1 do in these assays?
HDAC3 inhib: 4.9; ANO1 activ: inactive; RGS4 block: inactive; TRPC6 activator: inactive; MrgX1 allo act: inactive; MrgX1 ag: inactive; TMEM16A inh: inactive; SKKanGAS inh: 18.8; RGS4 pot: inactive; TRPC6 inhibitor: inactive; MrgX1 antag: inactive

Results for NC(=O)c1ccc(NC(=O)COC(=O)c2cc([N+](=O)[O-])ccc2N2CCOCC2)cc1 ?
HDAC3 inhib: -0.7; ANO1 activ: inactive; RGS4 block: inactive; TRPC6 activator: inactive; MrgX1 allo act: inactive; MrgX1 ag: inactive; TMEM16A inh: inactive; SKKanGAS inh: 2.5; RGS4 pot: inactive; TRPC6 inhibitor: inactive; MrgX1 antag: inactive

Results for CNC(=S)Nc1ccc2[nH]c(=O)[nH]c2c1 ?
HDAC3 inhib: 3.4; ANO1 activ: inactive; RGS4 block: inactive; TRPC6 activator: inactive; MrgX1 allo act: inactive; MrgX1 ag: inactive; TMEM16A inh: inactive; SKKanGAS inh: 1.9; RGS4 pot: inactive; TRPC6 inhibitor: inactive; MrgX1 antag: inactive

What do the screens show for `O=C(CCCc1ccccc1)NC12CC3CC(CC(C3)C1)C2`?
HDAC3 inhib: -1.2; ANO1 activ: inactive; RGS4 block: inactive; TRPC6 activator: inactive; MrgX1 allo act: inactive; MrgX1 ag: inactive; TMEM16A inh: inactive; SKKanGAS inh: 4.8; RGS4 pot: inactive; TRPC6 inhibitor: inactive; MrgX1 antag: inactive

What do the screens show for `COc1ccccc1OCc1nnc(SCC(=O)NCc2ccco2)n1-c1ccccc1`?
HDAC3 inhib: 1.6; ANO1 activ: inactive; RGS4 block: inactive; TRPC6 activator: inactive; MrgX1 allo act: inactive; MrgX1 ag: inactive; TMEM16A inh: inactive; SKKanGAS inh: 4.0; RGS4 pot: inactive; TRPC6 inhibitor: inactive; MrgX1 antag: inactive

What do the screens show for `Cc1ccc(C)c(N2C(=O)C3C4C=CC(CC4)C3C2=O)c1` (stereo unspecified)?
HDAC3 inhib: 1.0; ANO1 activ: inactive; RGS4 block: inactive; TRPC6 activator: inactive; MrgX1 allo act: inactive; MrgX1 ag: inactive; TMEM16A inh: inactive; SKKanGAS inh: -1.7; RGS4 pot: inactive; TRPC6 inhibitor: inactive; MrgX1 antag: inactive

What do the screens show for `O=[N+]([O-])c1ccc(/C=N/Nc2nc(NCc3ccccc3)nc(N3CCOCC3)n2)cc1`?
HDAC3 inhib: 5.4; ANO1 activ: inactive; RGS4 block: inactive; TRPC6 activator: inactive; MrgX1 allo act: inactive; MrgX1 ag: inactive; TMEM16A inh: inactive; SKKanGAS inh: 24.8; RGS4 pot: inactive; TRPC6 inhibitor: inactive; MrgX1 antag: inactive

What do the screens show for `C/C(=N/N1CCN(c2ccccn2)CC1)c1cccc([N+](=O)[O-])c1`?
HDAC3 inhib: 0.9; ANO1 activ: inactive; RGS4 block: inactive; TRPC6 activator: inactive; MrgX1 allo act: inactive; MrgX1 ag: inactive; TMEM16A inh: inactive; SKKanGAS inh: -1.0; RGS4 pot: inactive; TRPC6 inhibitor: inactive; MrgX1 antag: inactive

How did CCCCn1c(SCC2CCCCO2)nc2cc(S(N)(=O)=O)ccc21 (stereo unspecified) do in these assays?
HDAC3 inhib: -1.2; ANO1 activ: inactive; RGS4 block: inactive; TRPC6 activator: inactive; MrgX1 allo act: inactive; MrgX1 ag: inactive; TMEM16A inh: inactive; SKKanGAS inh: -10.4; RGS4 pot: inactive; TRPC6 inhibitor: inactive; MrgX1 antag: inactive

How did O=S(=O)(NC1=NCCCCCC1)c1cccs1 do in these assays?
HDAC3 inhib: -2.1; ANO1 activ: inactive; RGS4 block: inactive; TRPC6 activator: inactive; MrgX1 allo act: inactive; MrgX1 ag: inactive; TMEM16A inh: inactive; SKKanGAS inh: -1.1; RGS4 pot: inactive; TRPC6 inhibitor: inactive; MrgX1 antag: inactive

What do the screens show for `Cc1nc2ccccc2cc1OCc1ccccc1`?
HDAC3 inhib: 2.6; ANO1 activ: inactive; RGS4 block: inactive; TRPC6 activator: inactive; MrgX1 allo act: 6.56*; MrgX1 ag: inactive; TMEM16A inh: 100*; SKKanGAS inh: 6.4; RGS4 pot: inactive; TRPC6 inhibitor: inactive; MrgX1 antag: inactive

How did CCCCC(=O)NC(=S)NNC(=O)CC#N do in these assays?
HDAC3 inhib: 1.8; ANO1 activ: inactive; RGS4 block: inactive; TRPC6 activator: inactive; MrgX1 allo act: inactive; MrgX1 ag: inactive; TMEM16A inh: inactive; SKKanGAS inh: 11.7; RGS4 pot: inactive; TRPC6 inhibitor: inactive; MrgX1 antag: inactive

How did C=CCOc1ccc(/C=C2/C(=N)N3N=C(CC(=O)N4CCCC4)SC3=NC2=O)cc1OC do in these assays?
HDAC3 inhib: -0.8; ANO1 activ: inactive; RGS4 block: inactive; TRPC6 activator: inactive; MrgX1 allo act: inactive; MrgX1 ag: inactive; TMEM16A inh: inactive; SKKanGAS inh: 15.3; RGS4 pot: inactive; TRPC6 inhibitor: inactive; MrgX1 antag: inactive

Results for CCOC(=O)c1c(C)[nH]c(=S)c(C#N)c1-c1ccc(OC)cc1 ?
HDAC3 inhib: 2.6; ANO1 activ: inactive; RGS4 block: inactive; TRPC6 activator: inactive; MrgX1 allo act: inactive; MrgX1 ag: inactive; TMEM16A inh: inactive; SKKanGAS inh: 5.2; RGS4 pot: inactive; TRPC6 inhibitor: inactive; MrgX1 antag: inactive

How did COc1ccc(N=Nc2n(C)c3ccccc3[n+]2C)cc1 do in these assays?
RGS4 block: inactive; TRPC6 activator: inactive; SKKanGAS inh: 46.4; RGS4 pot: inactive; TRPC6 inhibitor: inactive

How did Cc1ccc(F)cc1NC(=O)N1CCN(C2c3ccccc3-c3ccccc32)CC1 do in these assays?
HDAC3 inhib: -1.5; ANO1 activ: inactive; RGS4 block: inactive; TRPC6 activator: inactive; MrgX1 allo act: inactive; MrgX1 ag: inactive; TMEM16A inh: inactive; SKKanGAS inh: -12.5; RGS4 pot: inactive; TRPC6 inhibitor: inactive; MrgX1 antag: inactive

What do the screens show for `CN(C)C(=O)c1snnc1-c1ccccc1`?
HDAC3 inhib: -1.4; ANO1 activ: inactive; RGS4 block: inactive; TRPC6 activator: inactive; MrgX1 allo act: inactive; MrgX1 ag: inactive; TMEM16A inh: inactive; SKKanGAS inh: -9.1; RGS4 pot: inactive; TRPC6 inhibitor: inactive; MrgX1 antag: inactive

How did Cc1c([N+](=O)[O-])c(C(=O)NC2CCCC2)nn1C do in these assays?
ANO1 activ: inactive; RGS4 block: inactive; TRPC6 activator: inactive; SKKanGAS inh: -6.2; RGS4 pot: inactive; TRPC6 inhibitor: inactive

How did Cc1cc(Nc2ccc(F)c(Cl)c2)n2ncnc2n1 do in these assays?
HDAC3 inhib: -0.4; ANO1 activ: inactive; RGS4 block: inactive; TRPC6 activator: inactive; MrgX1 allo act: inactive; MrgX1 ag: inactive; TMEM16A inh: inactive; SKKanGAS inh: 5.9; RGS4 pot: inactive; TRPC6 inhibitor: inactive; MrgX1 antag: inactive

Results for O=C(Nc1cccc(C(F)(F)F)c1)c1c(O)c2ccccc2[nH]c1=O ?
HDAC3 inhib: -5.3; ANO1 activ: inactive; RGS4 block: inactive; TRPC6 activator: inactive; MrgX1 allo act: inactive; MrgX1 ag: inactive; TMEM16A inh: inactive; SKKanGAS inh: -2.2; RGS4 pot: inactive; TRPC6 inhibitor: inactive; MrgX1 antag: inactive

What do the screens show for `Cc1nc(S(=O)(=O)c2ccc(Cl)cc2)nc2c1CCC2`?
HDAC3 inhib: -1.2; ANO1 activ: inactive; RGS4 block: inactive; TRPC6 activator: inactive; MrgX1 allo act: inactive; MrgX1 ag: inactive; TMEM16A inh: inactive; SKKanGAS inh: -2.3; RGS4 pot: inactive; TRPC6 inhibitor: inactive; MrgX1 antag: inactive
